TWEAK-Fn14 inh = inhibitors of TWEAK-Fn14 interaction signaling. TWEAK-stimulated Fn14 reporter cells, luciferase luminescence, 8 h. inhibition, % at 10 µM. hit rate 2% among 360,000. AID 1159606; in the data active = inhibition above about 50%
NR5A2 inv ag = NR5A2 inverse agonism in reporter assay. O00482. HEK293T StAR-luciferase reporter, LRH-1 transfected, 24 h. inhibition, % at 3.6 µM. hit rate 0.13% among 360,000. AID 602396;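 active = inhibition above the mean inhibition of all tested compounds plus 3 SD, cut at about 73% in these data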;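 note: 0% = DMSO wells and 100% = reporter-only cells lacking LRH-1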
Target sequence (O00482 whole entry, looked up): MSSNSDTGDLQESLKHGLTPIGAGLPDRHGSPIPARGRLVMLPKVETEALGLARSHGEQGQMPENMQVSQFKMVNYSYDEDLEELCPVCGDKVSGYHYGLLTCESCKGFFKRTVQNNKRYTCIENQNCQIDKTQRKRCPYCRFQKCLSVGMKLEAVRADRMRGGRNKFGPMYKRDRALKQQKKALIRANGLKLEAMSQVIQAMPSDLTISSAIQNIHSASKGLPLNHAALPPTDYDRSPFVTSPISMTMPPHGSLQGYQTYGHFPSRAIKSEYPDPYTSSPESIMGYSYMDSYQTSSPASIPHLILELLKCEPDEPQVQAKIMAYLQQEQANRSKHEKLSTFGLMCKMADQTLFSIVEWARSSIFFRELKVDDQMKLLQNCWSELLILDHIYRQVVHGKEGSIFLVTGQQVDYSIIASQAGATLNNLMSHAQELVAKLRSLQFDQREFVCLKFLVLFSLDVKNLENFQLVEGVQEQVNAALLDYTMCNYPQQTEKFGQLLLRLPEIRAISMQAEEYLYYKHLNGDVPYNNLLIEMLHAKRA
SRC1 inh = human NCOA1 inhibition. hit rate 0.12% among 360,000. AID 588354. Q15788. inhibition, % at 3.6 µM. HEK293 GAL4-SRC1 luciferase reporter, luminescence;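 active = inhibition above the campaign mean plus 3 SD, with each screening campaign given its own cutoff, cut at about 60% in these data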;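 note: 0% = DMSO treated cells and 100% = gossypol at 36 µM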
NR2F2 inh = inhibitors of human COUP-TFII (NR2F2); P24468; HEK293T NGFI-A luciferase reporter, luminescence; inhibition, % at 8.6 µM; hit rate 0.7% among 370,000; AID 686940;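 active = inhibition above a per-plate cutoff, mean inhibition of test wells between control levels plus 3 SD, cut at about 38% in these data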;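 note: cells cotransfected with COUP-TFII expression vector driving the NGFI-A reporter; 0% = median of COUP-TF2 test wells and 100% = reporter-only cells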
Target sequence (P24468 whole entry, looked up): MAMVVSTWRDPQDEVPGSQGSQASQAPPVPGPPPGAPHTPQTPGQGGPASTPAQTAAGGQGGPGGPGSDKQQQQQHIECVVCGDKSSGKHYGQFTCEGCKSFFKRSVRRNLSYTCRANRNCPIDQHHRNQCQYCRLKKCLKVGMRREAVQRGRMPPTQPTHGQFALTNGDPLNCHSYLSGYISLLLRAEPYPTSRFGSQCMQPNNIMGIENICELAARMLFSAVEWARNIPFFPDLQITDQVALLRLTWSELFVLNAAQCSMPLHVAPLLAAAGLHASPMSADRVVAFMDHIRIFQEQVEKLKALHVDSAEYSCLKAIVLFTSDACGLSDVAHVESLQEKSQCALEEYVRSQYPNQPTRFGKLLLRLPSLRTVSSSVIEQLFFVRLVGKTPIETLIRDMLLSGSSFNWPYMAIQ
CF NFkB block = blocks PAF-induced NF-kB reporter in cystic fibrosis cells; hit rate 0.86% among 360,000; AID 588850; KKLEB NF-kB-GFP reporter, GFP fluorescence overnight; inhibition, % at 5 µM;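 active = at least 50% inhibition at 5 µM, scaled per plate between neutral and stimulator controls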;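 note: PAF is a Pseudomonas aeruginosa culture filtrate used as stimulus; plate controls were PAF-stimulated DMSO wells for no effect and unstimulated DMSO wells for full effect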
SRC3 inh = inhibitors of human steroid receptor coactivator 3 (SRC3); AID 588352; inhibition, % at 3.6 µM; HEK293 GAL4-SRC3 luciferase reporter, luminescence; hit rate 0.17% among 360,000; Q9Y6Q9;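 active = inhibition above a per-campaign cutoff, the mean of all compounds plus 3 SD, cut at about 60% in these data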;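 note: 0% = DMSO-treated cells and 100% = gossypol-treated cells at 36 µM; higher means less SRC3-driven luciferase light from the GAL4 reporter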
LMP1 NFkB inh = inhibitors of Epstein-Barr LMP1-induced NF-kappaB reporter. LMP1-induced NF-kappaB luciferase reporter cells, luminescence. inhibition, % at 12.5 µM. hit rate 0.69% among 350,000; in the data active = inhibition above about 41%;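 note: 0% = neutral control wells and 100% = reference inhibitor control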
Shn3 3UTR inh = reduces Shn3 3'UTR luciferase signal in osteoblasts; inhibition, % at 12.5 µM; hit rate 0.52% among 360,000; Clone20 osteoblast Shn3 3'UTR firefly luciferase, 24 h; AID 588674;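 active = mean inhibition of at least 75% with every replicate also reaching 75%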;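 note: 0% = median of neutral control wells and 100% = pilot-screen positive control compound; some compounds past the cut are filed as inactive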
TRAIL sens C8 = caspase-8 TRAIL sensitization | hit rate 1% among 360,000 | NB7+C8 cells + TRAIL, ATPlite viability luminescence | inhibition (viability loss, TRAIL sensitization), % at 10 µM;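 active = compounds causing at least 50% loss of cell viability in the single-dose screen, relative to plate controls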
TROY signal inh = blocks TROY-dependent signaling in reporter cells; Q293 LMP1-TROYcd NF-kB luciferase reporter, 4 h; inhibition, % at 10 µM; AID 1347056; hit rate 0.98% among 360,000;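 active = compounds whose plate-normalised and pattern-corrected inhibition of the luciferase reporter signal at the single screening dose is 50% or more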
KKLEB cytotox = CF airway cell cytotoxicity counter-screen. hit rate 0.36% among 360,000. KKLEB CF airway cells viability, ATPlite luminescence, overnight; hits give low values; cells stimulated with P. aeruginosa culture filtrate. activity change (cytotoxicity), % at 5 µM;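 active = corrected activity change at or below -50% at 5 µM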
* marks the source's active call; other numbers are inactive results.

Results for Cc1[nH]n(-c2ccccc2)c(=O)c1/C=C1\C=NN=C1c1ccccc1 ?
TWEAK-Fn14 inh: -17; NR5A2 inv ag: -1; SRC1 inh: -7; NR2F2 inh: 10; CF NFkB block: 16; SRC3 inh: 5; LMP1 NFkB inh: 3; Shn3 3UTR inh: 0; TRAIL sens C8: -7; TROY signal inh: -10; KKLEB cytotox: -5

Results for O=C(c1cccc(-n2cnnn2)c1)N1CCOCC1 ?
TWEAK-Fn14 inh: 7; NR5A2 inv ag: -12; SRC1 inh: -24; NR2F2 inh: -5; CF NFkB block: -3; SRC3 inh: 15; LMP1 NFkB inh: -1; Shn3 3UTR inh: -21; TRAIL sens C8: 7; TROY signal inh: -9; KKLEB cytotox: -2

How did O=C(O)c1cccc(S(=O)(=O)N2Cc3ccccc3C2)c1 do in these assays?
TWEAK-Fn14 inh: -3; NR5A2 inv ag: 2; SRC1 inh: 3; NR2F2 inh: 13; CF NFkB block: -9; SRC3 inh: 10; LMP1 NFkB inh: -2; Shn3 3UTR inh: 13; TRAIL sens C8: -6; TROY signal inh: -1; KKLEB cytotox: 1

How did Cc1cccc(CS(=O)(=O)c2ncc(Cl)c(C(=O)NCc3ccc4c(c3)OCO4)n2)c1 do in these assays?
TWEAK-Fn14 inh: 89*; NR5A2 inv ag: 2; SRC1 inh: -37; NR2F2 inh: 13; CF NFkB block: 89*; SRC3 inh: -7; LMP1 NFkB inh: -2; Shn3 3UTR inh: 94*; TRAIL sens C8: 13; TROY signal inh: 69*; KKLEB cytotox: -22

What do the screens show for `CCOC(=O)C1CCN(C(=O)COc2ccc(Cl)cc2Cl)CC1`?
TWEAK-Fn14 inh: 44; NR5A2 inv ag: 3; SRC1 inh: 6; NR2F2 inh: 15; CF NFkB block: 17; SRC3 inh: -2; LMP1 NFkB inh: 9; Shn3 3UTR inh: -32; TRAIL sens C8: -4; KKLEB cytotox: 1

What do the screens show for `CCOC(=O)Cn1nc(C)c(NC(=O)CCc2ccccc2)c1C`?
TWEAK-Fn14 inh: 0; NR5A2 inv ag: 12; SRC1 inh: 5; NR2F2 inh: -5; CF NFkB block: -2; SRC3 inh: -26; LMP1 NFkB inh: -1; Shn3 3UTR inh: 11; TRAIL sens C8: -9; TROY signal inh: -6; KKLEB cytotox: 17

How did CCCS(=O)(=O)Nc1c(C(=O)O)[nH]c2ccccc12 do in these assays?
TWEAK-Fn14 inh: -3; NR5A2 inv ag: -9; SRC1 inh: -22; NR2F2 inh: -2; CF NFkB block: -15; SRC3 inh: -37; LMP1 NFkB inh: -2; Shn3 3UTR inh: -5; TRAIL sens C8: 17; TROY signal inh: 1; KKLEB cytotox: 3

How did O=C(Nc1ccccc1C(F)(F)F)c1cc(-c2cccc(O)c2)on1 do in these assays?
TWEAK-Fn14 inh: -32; NR5A2 inv ag: -45; SRC1 inh: -33; NR2F2 inh: -36; CF NFkB block: -4; SRC3 inh: -49; LMP1 NFkB inh: -13; Shn3 3UTR inh: -53; TRAIL sens C8: -1; TROY signal inh: -44; KKLEB cytotox: 13

Results for COc1ccc(NC(=O)CC2C(=O)N(c3ccc(OC)cc3)C(=O)N2CCN2CCN(C)CC2)cc1 (stereo not drawn) ?
TWEAK-Fn14 inh: 3; NR5A2 inv ag: 0; SRC1 inh: -4; NR2F2 inh: -4; CF NFkB block: -15; SRC3 inh: -25; LMP1 NFkB inh: -2; Shn3 3UTR inh: -2; TRAIL sens C8: 1; TROY signal inh: -8; KKLEB cytotox: 13

Results for CC(C)C1Nc2c(C(=O)O)cccc2C(Nc2ccccc2C(=O)O)C1(C)C (stereo not drawn) ?
TWEAK-Fn14 inh: 9; NR5A2 inv ag: 0; SRC1 inh: 13; NR2F2 inh: 5; CF NFkB block: 2; SRC3 inh: 5; LMP1 NFkB inh: 4; Shn3 3UTR inh: 4; TRAIL sens C8: 1; TROY signal inh: -1; KKLEB cytotox: -4

What do the screens show for `COC(=O)c1[nH]c2cc(C)ccc2c1NC(=O)CN1CCCc2ccccc21`?
TWEAK-Fn14 inh: -4; NR5A2 inv ag: -62; SRC1 inh: -40; NR2F2 inh: -14; CF NFkB block: -10; SRC3 inh: -52; LMP1 NFkB inh: -12; Shn3 3UTR inh: -35; TRAIL sens C8: 6; TROY signal inh: -11; KKLEB cytotox: 0

How did CC(=O)c1ccc(OC2(C)CCN(Cc3cc4ccccc4[nH]3)C2)cc1 (stereo not drawn) do in these assays?
TWEAK-Fn14 inh: -1; NR5A2 inv ag: 22; SRC1 inh: 3; NR2F2 inh: -71; CF NFkB block: 1; SRC3 inh: -15; Shn3 3UTR inh: 4; TRAIL sens C8: 2; TROY signal inh: -7; KKLEB cytotox: 3

How did CC(NC(=O)c1ccc(S(=O)(=O)NCc2ccco2)cc1)c1ccc(F)cc1 (stereo not drawn) do in these assays?
TWEAK-Fn14 inh: 14; NR5A2 inv ag: 2; SRC1 inh: -10; NR2F2 inh: 7; CF NFkB block: 2; SRC3 inh: -58; LMP1 NFkB inh: 11; Shn3 3UTR inh: 9; TRAIL sens C8: -1; TROY signal inh: 2; KKLEB cytotox: -4

How did CC(=O)c1cccc(NC(=O)NC2CCCCCCC2)c1 do in these assays?
TWEAK-Fn14 inh: -17; NR5A2 inv ag: -44; SRC1 inh: -21; NR2F2 inh: -17; CF NFkB block: 10; SRC3 inh: -20; LMP1 NFkB inh: -10; Shn3 3UTR inh: -8; TRAIL sens C8: 3; TROY signal inh: -55; KKLEB cytotox: -12

How did C=C(C)CNC(=S)N/N=C/c1ccco1 do in these assays?
TWEAK-Fn14 inh: -1; NR5A2 inv ag: 8; SRC1 inh: 2; NR2F2 inh: -4; CF NFkB block: -15; SRC3 inh: 4; LMP1 NFkB inh: 2; Shn3 3UTR inh: -16; TRAIL sens C8: -6; TROY signal inh: 4; KKLEB cytotox: -3

Results for CCc1nnc(NC(=O)NC(C)(C)C)s1 ?
TWEAK-Fn14 inh: 10; NR5A2 inv ag: -13; SRC1 inh: -23; NR2F2 inh: -7; CF NFkB block: 7; SRC3 inh: -1; LMP1 NFkB inh: 1; Shn3 3UTR inh: -21; TRAIL sens C8: -7; TROY signal inh: -25; KKLEB cytotox: -4

How did CN1CCN(c2ccc(S(=O)(=O)N3CCCCC3)cc2NC(=O)c2ccc(C#N)cc2)CC1 do in these assays?
TWEAK-Fn14 inh: -18; NR5A2 inv ag: -3; SRC1 inh: -12; NR2F2 inh: 8; CF NFkB block: -6; SRC3 inh: -5; LMP1 NFkB inh: -9; Shn3 3UTR inh: -12; TRAIL sens C8: -1; TROY signal inh: -28; KKLEB cytotox: 3

What do the screens show for `Cc1cc(F)ccc1NCc1ccc([N+](=O)[O-])cc1`?
TWEAK-Fn14 inh: -11; NR5A2 inv ag: 14; SRC1 inh: -10; NR2F2 inh: -14; CF NFkB block: -10; SRC3 inh: 8; LMP1 NFkB inh: -17; Shn3 3UTR inh: -9; TRAIL sens C8: -10; TROY signal inh: -26; KKLEB cytotox: -11

Results for Nc1cc(C(F)(F)F)cc2c1SCC(=O)N2 ?
TWEAK-Fn14 inh: 6; NR5A2 inv ag: -4; SRC1 inh: -8; NR2F2 inh: -6; CF NFkB block: 6; SRC3 inh: 8; LMP1 NFkB inh: 4; Shn3 3UTR inh: 13; TRAIL sens C8: 1; TROY signal inh: 15; KKLEB cytotox: -11

What do the screens show for `OC(COC(c1ccc(F)cc1)c1ccc(F)cc1)CN1CCc2ccccc2C1` (stereo not drawn)?
TWEAK-Fn14 inh: 1; NR5A2 inv ag: 1; SRC1 inh: -6; NR2F2 inh: 10; CF NFkB block: 4; SRC3 inh: 11; LMP1 NFkB inh: -4; Shn3 3UTR inh: 6; TRAIL sens C8: 12; TROY signal inh: 5; KKLEB cytotox: -15

Results for Cc1c(NC(=O)COC(=O)/C=C/c2cccc(Br)c2)c(=O)n(-c2ccccc2)n1C ?
TWEAK-Fn14 inh: 12; NR5A2 inv ag: -10; SRC1 inh: 2; NR2F2 inh: -6; CF NFkB block: 17; SRC3 inh: 6; LMP1 NFkB inh: -2; Shn3 3UTR inh: 5; TRAIL sens C8: -5; TROY signal inh: -12; KKLEB cytotox: 6

Results for Cc1cccc(-c2cccc3nccn23)c1 ?
TWEAK-Fn14 inh: 31; NR5A2 inv ag: -8; SRC1 inh: 11; NR2F2 inh: -2; CF NFkB block: -2; SRC3 inh: -2; Shn3 3UTR inh: 14; TRAIL sens C8: -18; TROY signal inh: -8; KKLEB cytotox: 4

What do the screens show for `Cc1ccc(S(=O)(=O)N2CCN(C(=S)NCC3CCCO3)CC2)cc1` (stereo not drawn)?
TWEAK-Fn14 inh: 1; NR5A2 inv ag: 6; SRC1 inh: -17; NR2F2 inh: 0; CF NFkB block: -28; SRC3 inh: 0; LMP1 NFkB inh: -3; Shn3 3UTR inh: -5; TRAIL sens C8: 9; TROY signal inh: 6; KKLEB cytotox: 10

How did CCN(CC)c1ccc2c(C)c(Cl)c(=O)oc2c1 do in these assays?
TWEAK-Fn14 inh: -17; NR5A2 inv ag: -8; SRC1 inh: 2; NR2F2 inh: -12; CF NFkB block: 5; SRC3 inh: 4; LMP1 NFkB inh: 0; Shn3 3UTR inh: 5; TRAIL sens C8: -4; TROY signal inh: -38; KKLEB cytotox: -9

How did CCC[n+]1c(C)sc2c(OC)ccc(OC)c21 do in these assays?
TWEAK-Fn14 inh: -4; NR5A2 inv ag: 8; SRC1 inh: -21; NR2F2 inh: 12; CF NFkB block: 7; SRC3 inh: 12; LMP1 NFkB inh: 1; Shn3 3UTR inh: -11; TRAIL sens C8: -12; TROY signal inh: -23; KKLEB cytotox: 0

What do the screens show for `Cc1cc(C)cc(NC(=O)C2C3C=CC4(O3)C2C(=O)N(CCCN2CCCC2)C4C(=O)NC2CCCC(C)C2C)c1` (stereo not drawn)?
TWEAK-Fn14 inh: 22; NR5A2 inv ag: 1; SRC1 inh: 8; NR2F2 inh: -12; CF NFkB block: 4; SRC3 inh: 15; LMP1 NFkB inh: -7; Shn3 3UTR inh: -4; TRAIL sens C8: -3; TROY signal inh: -16; KKLEB cytotox: -4

What do the screens show for `Cc1nc2c(C)cccn2c(=O)c1NC(=O)c1ccc(Br)o1`?
TWEAK-Fn14 inh: 4; NR5A2 inv ag: -8; SRC1 inh: -26; NR2F2 inh: -7; CF NFkB block: 13; SRC3 inh: 10; LMP1 NFkB inh: -2; Shn3 3UTR inh: 8; TRAIL sens C8: -11; TROY signal inh: 13; KKLEB cytotox: 11

Results for Cc1cc(=O)n(CC(=O)NC2CC2)c2c1c(C)nn2-c1ccccc1 ?
TWEAK-Fn14 inh: -3; NR5A2 inv ag: -2; SRC1 inh: -10; CF NFkB block: -29; SRC3 inh: 2; LMP1 NFkB inh: 1; Shn3 3UTR inh: 10; TRAIL sens C8: 2; TROY signal inh: 11; KKLEB cytotox: -8

Compound activity as filed in PubChem.

Not all compounds are listed; count on the stated rates, not on these rows.
